CF NFkB block – cystic fibrosis NF-kB activation inhibition. KKLEB NF-kB-GFP reporter, PAF-induced, GFP fluorescence overnight. inhibition, % at 5 µM. 0.86% of 360,000 active. AID 588850;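 active = at least 50% inhibition at 5 µM, scaled per plate between neutral and stimulator controls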;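 note: PAF is a Pseudomonas aeruginosa culture filtrate used as stimulus; plate controls were PAF-stimulated DMSO wells for no effect and unstimulated DMSO wells for full effect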
TWEAK-Fn14 inh – TWEAK-Fn14 signaling inhibition. TWEAK-stimulated Fn14 reporter cells, luciferase luminescence, 8 h. inhibition, % at 10 µM. 2% of 360,000 active. AID 1159606; in the data active = inhibition above about 50%
NCOA3 inh – inhibitors of human steroid receptor coactivator 3 (SRC3); Q9Y6Q9; inhibition, % at 3.6 µM; 0.17% of 360,000 active; HEK293 GAL4-SRC3 luciferase reporter, luminescence; AID 588352;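 active = inhibition above a per-campaign cutoff, the mean of all compounds plus 3 SD, cut at about 60% in these data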;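 note: 0% = DMSO-treated cells and 100% = gossypol-treated cells at 36 µM; higher means less SRC3-driven luciferase light from the GAL4 reporter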
NCOA1 inh – inhibitors of human steroid receptor coactivator 1 (SRC1); HEK293 GAL4-SRC1 luciferase reporter, luminescence; inhibition, % at 3.6 µM; 0.12% of 360,000 active;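 active = inhibition above the campaign mean plus 3 SD, with each screening campaign given its own cutoff, cut at about 60% in these data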;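 note: 0% = DMSO treated cells and 100% = gossypol at 36 µM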
Target sequence (Q15788 whole entry, looked up, the tested form may be a part): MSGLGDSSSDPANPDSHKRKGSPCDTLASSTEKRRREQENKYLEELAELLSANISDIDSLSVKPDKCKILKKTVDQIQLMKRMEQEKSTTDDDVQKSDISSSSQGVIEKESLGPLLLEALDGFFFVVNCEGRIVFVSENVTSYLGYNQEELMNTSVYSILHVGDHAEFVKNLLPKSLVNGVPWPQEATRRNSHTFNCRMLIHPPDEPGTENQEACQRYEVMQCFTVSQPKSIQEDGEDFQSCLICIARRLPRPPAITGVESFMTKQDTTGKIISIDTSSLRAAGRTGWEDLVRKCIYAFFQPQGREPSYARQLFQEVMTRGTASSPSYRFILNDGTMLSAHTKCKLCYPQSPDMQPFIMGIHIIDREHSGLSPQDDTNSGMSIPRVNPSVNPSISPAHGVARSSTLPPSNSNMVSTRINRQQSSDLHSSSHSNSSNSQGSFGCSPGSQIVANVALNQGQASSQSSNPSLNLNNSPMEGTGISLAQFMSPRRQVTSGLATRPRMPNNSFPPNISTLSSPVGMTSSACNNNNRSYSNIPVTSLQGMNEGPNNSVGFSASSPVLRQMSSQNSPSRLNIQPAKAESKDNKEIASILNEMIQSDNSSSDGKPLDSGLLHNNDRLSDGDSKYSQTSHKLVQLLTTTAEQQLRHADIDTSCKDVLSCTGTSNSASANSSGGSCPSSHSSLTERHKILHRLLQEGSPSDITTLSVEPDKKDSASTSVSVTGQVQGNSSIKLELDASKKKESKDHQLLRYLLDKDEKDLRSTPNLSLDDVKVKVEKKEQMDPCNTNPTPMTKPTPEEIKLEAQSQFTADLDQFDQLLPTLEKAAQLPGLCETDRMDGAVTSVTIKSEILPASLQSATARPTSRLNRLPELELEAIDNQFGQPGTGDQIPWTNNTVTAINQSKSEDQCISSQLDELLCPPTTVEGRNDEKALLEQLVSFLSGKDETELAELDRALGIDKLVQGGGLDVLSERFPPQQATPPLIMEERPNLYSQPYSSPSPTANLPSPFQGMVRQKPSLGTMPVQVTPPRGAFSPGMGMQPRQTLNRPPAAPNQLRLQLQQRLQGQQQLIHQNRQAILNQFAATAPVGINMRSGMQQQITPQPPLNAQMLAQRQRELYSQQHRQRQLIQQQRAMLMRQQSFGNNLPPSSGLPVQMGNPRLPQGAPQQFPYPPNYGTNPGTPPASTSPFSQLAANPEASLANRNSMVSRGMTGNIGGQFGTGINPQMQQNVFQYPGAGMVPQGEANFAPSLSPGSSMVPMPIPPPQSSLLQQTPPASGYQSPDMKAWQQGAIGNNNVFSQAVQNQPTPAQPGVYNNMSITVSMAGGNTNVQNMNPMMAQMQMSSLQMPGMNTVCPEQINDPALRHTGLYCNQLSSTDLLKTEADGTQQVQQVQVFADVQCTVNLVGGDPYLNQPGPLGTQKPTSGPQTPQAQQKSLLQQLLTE
C8 TRAIL sens – sensitizes caspase-8 expressing cells to TRAIL; NB7+C8 cells + TRAIL, ATPlite viability luminescence; 1% of 360,000 active; AID 624354; inhibition (viability loss, TRAIL sensitization), % at 10 µM;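 active = compounds causing at least 50% loss of cell viability in the single-dose screen, relative to plate controls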
TROY NFkB inh – TROY signaling inhibition. inhibition, % at 10 µM. Q293 LMP1-TROYcd NF-kB luciferase reporter, 4 h. 0.98% of 360,000 active. AID 1347056;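 active = compounds whose plate-normalised and pattern-corrected inhibition of the luciferase reporter signal at the single screening dose is 50% or more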
KKLEB cytotox – CF airway cell cytotoxicity counter-screen; KKLEB CF airway cells viability, ATPlite luminescence, overnight; stronger effect = lower value; cells stimulated with P. aeruginosa culture filtrate; activity change (cytotoxicity), % at 5 µM; 0.36% of 360,000 active;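 active = corrected activity change at or below -50% at 5 µM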
LMP1 NFkB inh – Epstein-Barr LMP1 NF-kappaB reporter inhibition | LMP1-induced NF-kappaB luciferase reporter cells, luminescence | inhibition, % at 12.5 µM | 0.69% of 350,000 active | AID 504558; in the data active = inhibition above about 41%;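 note: 0% = neutral control wells and 100% = reference inhibitor control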
COUP-TFII inh – inhibitors of human COUP-TFII (NR2F2) | P24468 | HEK293T NGFI-A luciferase reporter, luminescence | inhibition, % at 8.6 µM | 0.7% of 370,000 active | AID 686940;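 active = inhibition above a per-plate cutoff, mean inhibition of test wells between control levels plus 3 SD, cut at about 38% in these data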;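 note: cells cotransfected with COUP-TFII expression vector driving the NGFI-A reporter; 0% = median of COUP-TF2 test wells and 100% = reporter-only cells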
NR5A2 inv ag – inverse agonists of human LRH-1 (NR5A2). 0.13% of 360,000 active. O00482. HEK293T StAR-luciferase reporter, LRH-1 transfected, 24 h. AID 602396. inhibition, % at 3.6 µM;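 active = inhibition above the mean inhibition of all tested compounds plus 3 SD, cut at about 73% in these data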;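 note: 0% = DMSO wells and 100% = reporter-only cells lacking LRH-1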
Shn3 inh set2 – reduces Shn3 3'UTR luciferase signal in osteoblasts; 0.52% of 360,000 active; Clone20 osteoblast Shn3 3'UTR firefly luciferase, 24 h; AID 588674; inhibition, % at 12.5 µM;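 active = mean inhibition of at least 75% with every replicate also reaching 75%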;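 note: 0% = median of neutral control wells and 100% = pilot-screen positive control compound; some compounds past the cut are filed as inactive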
* hit, by the source's call; . = no result given. Only part of the results is shown. The share of hits here may be higher or lower than overall.

SMILES	CF NFkB block	TWEAK-Fn14 inh	NCOA3 inh	NCOA1 inh	C8 TRAIL sens	TROY NFkB inh	KKLEB cytotox	LMP1 NFkB inh	COUP-TFII inh	NR5A2 inv ag	Shn3 inh set2
O=C1CN=C(c2cccs2)c2c(sc3c2CCCC3)N1	-6	24	-7	11	12	7	-6	2	10	9	-11
COC(=O)C1=C(c2ccc(OC(F)(F)F)cc2)C[C@@H]2CC[C@H]1N2C(=O)NCc1ccc(F)cc1	17	25	3	6	9	18	5	1	12	0	40
O=C1NC(=O)C(Cc2ccccc2)(Cc2ccccc2)C(=O)N1Cc1ccccc1	20	-13	5	11	-4	6	6	4	9	-3	4
CC12C(C(=O)O)C1(c1ccccc1)C2C(=O)O (stereo not drawn)	3	-4	-7	-1	-3	15	5	-2	6	-23	0
COc1cc2c(cc1OC)C13CCN4CC5=CCOC6CC(=O)N2C1C6C5C3C4 (stereo not drawn) (tested in a mixture with another compound)	4	-5	0	7	3	19	-6	-4	1	17	9
CN1CCN(c2ncnc(Cl)c2N)CC1	-8	9	11	13	-1	5	11	-3	7	5	-27
COc1ccc(C(=O)N2CCC3(CC2)OCCO3)cc1	-15	0	9	2	-4	-21	13	-28	4	25	34
N#CC1=C(N)Oc2c(c(=O)sc3ccccc23)C1c1ccncc1 (stereo not drawn)	41	28	6	-4	10	12	-14	-11	20	9	1
CN1C(=O)/C(=C\c2ccc(Br)s2)C(=O)NC1=S	-22	-5	-25	-16	-6	-5	-2	0	-3	-5	20
CCN(CC)CCN=Cc1c(O)n(CCc2ccccc2)c(=O)[nH]c1=O	-12	1	14	-8	-7	-6	0	-9	-3	-6	-6
CN(C)c1ccc(C=C2C(=O)NC(=S)NC2=O)cc1[N+](=O)[O-]	-7	3	10	17	-1	47	-10	-6	6	17	-10
COC(=O)C1=C(c2ccc(S(C)(=O)=O)cc2)C[C@@H]2CC[C@H]1N2C(=O)NCc1ccc(F)cc1	0	-2	14	7	1	-2	4	1	2	-2	-4

Structures from the list above that contain a carbonyl joined to an NH by a bond outside any ring (two):
SMILES	CF NFkB block	TWEAK-Fn14 inh	NCOA3 inh	NCOA1 inh	C8 TRAIL sens	TROY NFkB inh	KKLEB cytotox	LMP1 NFkB inh	COUP-TFII inh	NR5A2 inv ag	Shn3 inh set2
COC(=O)C1=C(c2ccc(OC(F)(F)F)cc2)C[C@@H]2CC[C@H]1N2C(=O)NCc1ccc(F)cc1	17	25	3	6	9	18	5	1	12	0	40
COC(=O)C1=C(c2ccc(S(C)(=O)=O)cc2)C[C@@H]2CC[C@H]1N2C(=O)NCc1ccc(F)cc1	0	-2	14	7	1	-2	4	1	2	-2	-4

Carrying on:
SMILES	CF NFkB block	TWEAK-Fn14 inh	NCOA3 inh	NCOA1 inh	C8 TRAIL sens	TROY NFkB inh	KKLEB cytotox	LMP1 NFkB inh	COUP-TFII inh	NR5A2 inv ag	Shn3 inh set2
CC(C)(O)C(=O)Nc1ccc([N+](=O)[O-])c(C(F)(F)F)c1	7	-6	-9	4	-12	-4	8	3	3	17	17
COC(=O)c1ccccc1N=Cc1c(O)[nH]c(=O)[nH]c1=O	-6	-6	0	7	15	19	0	1	10	-6	6
CCCc1[nH]nc2c1C1(C(=O)N(CC(N)=O)c3ccccc31)C(C(=O)OC)=C(N)O2 (stereo not drawn)	3	-7	-29	2	-27	6	8	-4	16	14	1
FC(F)(F)c1ccc(NC2=NCCCS2)cc1	3	13	-27	-6	10	1	-2	-2	-21	-35	-40
O=C1NC(=O)N(CCc2ccc(F)cc2)C(=O)/C1=C/C=C/c1ccccc1	101*	79*	7	13	7	-34	-8	.	22	19	19
CCN(CC)C(=O)c1ccc(NC(=O)c2ccc(N3CCCC3=O)cc2)cc1	16	10	10	-29	-8	-12	-24	1	-7	-20	0
O=c1c(C=NCCN2CCNCC2)c(O)n(C2CCCCC2)c(=O)n1C1CCCCC1	7	-14	22	12	8	1	-6	-6	.	13	-25
O=c1c2ccccc2nc(-c2ccccc2Cl)n1-c1ccc(O)cc1	-3	21	15	1	-7	17	-1	-1	-12	7	16
CCOC(=O)[C@@H]1[C@H]2COc3ccc(Br)cc3[C@H]2N2C(=O)N(c3cccc(C)c3)C(=O)[C@]12C	1	-21	8	4	4	-27	8	1	3	3	6
CC1=C(C(=O)Nc2ccccc2)S(=O)(=O)CCO1	-3	3	21	1	-4	-16	-6	-7	-13	-2	17
CCC(COC(=O)NC)NC(=O)Oc1ccccc1 (stereo not drawn)	-11	-19	4	-4	-13	.	0	-3	6	-17	0
Cc1[nH]c2ccc(OC(F)(F)F)cc2c1CCNCc1cccc([N+](=O)[O-])c1	13	0	3	-17	12	-8	-14	1	12	2	44
OCC#CC[N+]1(CC#Cc2ccccc2)CCCC1	3	2	16	14	10	13	9	0	8	0	-75
CCOC(=O)C1=C(N)OC2=C(C(=O)CCC2)C12C(=O)N(CC(N)=O)c1ccccc12 (stereo not drawn)	-10	22	12	-21	21	4	8	-1	-1	-12	-7
Cc1cc(C=C2C(=O)NC(=S)NC2=O)c(C)n1-c1ccc2c(c1)OCO2	-26	10	26	-1	7	1	2	-14	-13	4	5
C=C1[C@H]2CC[C@H]3[C@]4(C)C[C@H](O[C@@H]5OC(CO)[C@@H](OSOOO)[C@H](OS(=O)(=O)O)[C@H]5OC(=O)CC(C)C)C[C@@H](C(=O)O)[C@H]4CC[C@]3(C2)[C@H]1O (stereo partly drawn)	1	0	1	5	-1	-12	13	8	-4	15	10
COc1cc2c(cc1OC)C(C(=O)NCCC(C)C)C1CCCCN1C2=O (stereo not drawn)	4	-33	7	-2	16	-36	-3	-8	-1	-5	-20
Oc1cc(Cl)c(Cl)c(Cl)c1	43	49	5	3	2	55*	8	2	8	20	-2
Cc1ccccc1OCCCn1cc(C(=O)C(=O)N2CCOCC2)c2ccccc21	24	-16	27	13	2	18	-8	0	1	8	10
Cc1c2cnn(CC(=O)N3CCC4(CC3)OCCO4)c(=O)c2c(C)n1Cc1ccccc1Cl	18	-10	-25	4	-11	-15	-14	-1	7	-4	7
CCOC(=O)[C@]12Cc3cc(OC)ccc3[C@H]1N(C1CCCCC1)C(=O)c1ccccc12	.	66*	.	.	85*	48	.	.	18	47	.
COc1ccc(C2=CC(c3ccc(OC)c(OC)c3)c3c(c4ccccc4oc3=O)O2)cc1OC (stereo not drawn)	2	11	-15	5	21	17	4	23	13	7	6
COc1ccc(CC(C)NCCc2ccc(OC)c(OC)c2)cc1 (stereo not drawn)	-6	3	5	6	21	13	-4	-3	-6	0	-17
C=CCn1c(O)c(C(CC)=Nc2cccc(C(=O)O)c2)c(=O)[nH]c1=O	-1	11	10	-8	-5	-14	11	-18	-10	-9	-29
COc1cc2c(ccc3c4cc(OC)c(OC)cc4c[n+](C)c23)cc1O	-148	3	2	-1	7	1	14	-14	-23	1	10
Clc1ccc2c(c1)C(c1ccccc1Cl)=NCc1nnc(N3CCN(CCSc4ccccc4)CC3)n1-2	7	27	14	0	-14	24	4	-2	-4	-12	4
Cc1ccc2[nH]c(C)c(CCNCc3ccco3)c2c1	-27	-4	6	8	6	-2	5	6	-4	-4	8
O=c1[nH]c(=S)n(-c2ccccc2F)c(O)c1C=NCCN1CCNCC1	-13	11	-18	1	20	-8	10	1	7	10	-1
CC(C)NS(=O)(=O)c1ccc(OCC(=O)N2CCN(Cc3ccc4c(c3)OCO4)CC2)c(Cl)c1	-8	16	4	10	-8	17	-4	13	28	58	39
C[C@@H]1CC2(CCCC[N+]2(C)C)C[C@H]1C	4	2	11	4	-3	-7	-34	6	-3	4	0
C[C@@H]([C@@H](O)c1ccccc1)N(C)C(=O)Cc1ccccc1	-19	8	-8	-1	-13	-25	13	0	-7	-6	2
COc1ccc(CN2CCNCC2)cc1	-12	14	2	8	-12	-20	0	0	4	10	-18
CCOc1cc2[nH]c(=S)n(CCCC(=O)N3CCC4(CC3)OCCO4)c(=O)c2cc1OCC	-16	7	2	-11	-18	6	8	-2	-9	13	3
O=C1NC(=O)C(=Cc2ccc(OCC(=O)N3CCOCC3)cc2)C(=O)N1	-16	28	10	13	-11	4	-4	7	-7	13	-13
CCOC(=O)[C@]12Cc3cc(OC)ccc3[C@H]1N(CC(=O)OC)C(=O)c1ccccc12	.	13	.	.	-5	2	.	.	-9	4	.
CCCCCc1nc2c(c(=O)c3ccccc3n2C)c(=O)n1C1CCCCCC1	44	44	-2	9	22	89*	-23	1	10	-6	90*
CN(C)CCCN=Cc1c(O)n(CCc2ccccc2)c(=O)[nH]c1=O	17	7	-25	10	-12	-4	-4	0	0	-8	3
CCC(=NCc1cc(OC)cc(OC)c1)c1c(O)n(C2CCCCC2)c(=O)[nH]c1=O	23	14	0	-7	-8	2	-10	-3	0	-18	25
CCOC(=O)C1C2c3ccccc3O[C@@]1(C)N=C1SCC(=O)N12 (stereo partly drawn)	-8	-3	14	-1	-11	2	6	0	-14	-13	-4
CC(C)(C)c1o[nH]c(=O)c1CC(N)C(=O)O (stereo not drawn)	-9	-11	0	1	-2	-5	9	2	1	11	0
CC(C)(C)NC(=S)/N=C(\N)N[N+](=O)[O-]	-11	-11	1	-24	-4	-6	-9	5	-22	-7	-31
COC(=O)C1=C(c2ccccc2OCc2ccccc2)C[C@@H]2CC[C@H]1N2C(=O)NCCOc1ccc(OC)cc1	4	12	-17	-17	9	6	1	-2	10	-8	3
[O-]c1ccccc1-[n+]1c(-c2ccccc2)cc(-c2ccccc2)cc1-c1ccccc1	41	29	10	-6	26	45	-20	6	-10	15	-4
FC(F)(F)c1ccc(-c2ccc3c(c2)CNCc2cnnn2-3)cc1	-16	-33	-45	-55	4	-11	-13	.	15	-56	20
Cc1ccsc1C(=O)C1CCCN(Cc2ccc(O)cc2)C1 (stereo not drawn)	13	0	-2	-15	2	11	-16	-9	-8	0	1
O=C(O)Cc1cnc[nH]1	-5	-7	-7	8	-11	13	-5	6	-12	16	-24
Cc1c(N=Nc2c(O)[nH]c(=O)[nH]c2=O)c(=O)n(-c2ccccc2)n1C	12	-2	14	-1	3	20	0	3	-19	-8	78
O=C(O)COc1ccc(Cl)cc1Cl	10	-11	17	0	14	-2	-16	-1	-16	0	-8
c1ccc(CCN2CCC3(CC2)OCCO3)cc1	-1	5	-1	3	0	-16	0	0	8	14	-25
CN1CC(C(=O)c2cccc(C(F)(F)F)c2)C(c2ccc(Cl)cc2)C1 (stereo not drawn)	17	-9	-6	-12	13	-11	1	1	6	-7	17
CCn1c(=O)n(CC)c2cc([N+](=O)[O-])c(N3CCNCC3)cc21	-2	19	17	-8	-5	1	4	5	6	5	7
Cc1c(/C=N/O)c2ccccc2n1C	-3	7	7	-11	-16	-11	15	-1	8	1	11
COC(=O)C1=C(c2ccc(C(C)=O)cc2)C[C@@H]2CC[C@H]1N2C(=O)NCC1CC1	-15	10	-3	8	5	-15	-2	-5	.	2	1
COc1ccc(NC(=O)N2C[C@@H]3C[C@@H](C2)c2cccc(=O)n2C3)cc1	-12	-8	13	4	-4	1	12	2	-4	10	9
COc1cccc(CN2CCN(c3ccc(F)cc3)CC2)c1OC	-11	1	-1	1	-3	7	-10	7	2	3	12
CCCCCSc1cc(OC)c(CCN)cc1OC	-2	13	-7	-5	17	14	0	12	-46	-15	11
